# High-throughput results as filed in PubChem.
# TrxR1 inh: rat TrxR1 inhibition; O89049; recombinant rTrxR1, NADPH fluorescence consumption, selenite substrate; Potency, µM (doses to about 114 µM), without a hit: at the top dose activity change, negative = inhibition, actives largely listed as inhibitors; 390,000 compounds, 1% hits; also: potency is read from the fitted curve at half-maximal effect; % is scaled to controls: 0 for no effect and ±100 for the full control effect; nearly all actives have a fitted effect of over 65% in size
# Target sequence (O89049 whole entry, looked up): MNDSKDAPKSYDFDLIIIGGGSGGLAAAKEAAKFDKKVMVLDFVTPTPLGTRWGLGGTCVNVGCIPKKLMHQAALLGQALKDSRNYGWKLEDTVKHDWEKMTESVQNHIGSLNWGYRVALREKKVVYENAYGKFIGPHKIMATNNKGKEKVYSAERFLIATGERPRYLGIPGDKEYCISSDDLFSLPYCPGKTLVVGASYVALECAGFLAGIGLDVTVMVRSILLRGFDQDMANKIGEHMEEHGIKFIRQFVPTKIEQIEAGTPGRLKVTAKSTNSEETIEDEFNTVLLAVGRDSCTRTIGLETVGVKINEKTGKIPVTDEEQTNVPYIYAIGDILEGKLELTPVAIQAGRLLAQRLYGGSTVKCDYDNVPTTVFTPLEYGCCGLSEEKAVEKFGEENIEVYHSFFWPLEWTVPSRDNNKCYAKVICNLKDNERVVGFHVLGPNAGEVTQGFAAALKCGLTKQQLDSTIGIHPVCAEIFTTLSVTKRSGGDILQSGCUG
#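 Rat TrxR1 (90 nM in the dispensed reagent) was pre-reduced with 400 uM NADPH for 5 min at room temperature, then incubated with compound for 15 min. After 400 uM selenite was added, NADPH fluorescence (Ex 340/Em 450 nm) was followed for 8 min.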
# IDH1 R132H inh: inhibitors of human mutant IDH1 R132H | 390,000 compounds, 0.093% hits | O75874 | IDH1-R132H enzyme, NADPH consumption, diaphorase/resazurin fluorescence | Potency, µM (top dose mostly 76.6 µM), without a hit: at the top dose activity change, negative = inhibition, usual class: inhibitors | AID 602179; also: potency is read from the fitted curve at half-maximal effect; % is scaled to controls: 0 for no effect and ±100 for the full control effect; nearly all actives have a fitted effect of over 65% in size
#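 IDH1-R132H (0.5 ug/mL dispensed) in pH 7.5 Tris buffer was preincubated 30 min with compound, then given a substrate mix of 0.016 mM NADPH and 2 mM alpha-KG for 80 min at room temperature; remaining NADPH was read by diaphorase/resazurin fluorescence.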
# USP1-UAF1 inh: inhibitors of human USP1/UAF1 deubiquitinase | Potency, µM (highest dose often 57.1 µM), for the others: at the top dose activity change, negative = inhibition, usual class: inhibitors | O94782 | 390,000 compounds, 0.23% hits | recombinant USP1/UAF1, Ub-Rhodamine cleavage fluorescence; also: potency is read from the fitted curve at half-maximal effect; % is scaled to controls: 0 for no effect and ±100 for the full control effect; nearly all actives have a fitted effect of over 60% in size; inactives centre near -12
#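 High-throughput fluorogenic screen: 1nM USP1/UAF1 complex, Ub-Rho substrate 150nM final, 50mM HEPES pH 7.8 with 0.5mM EDTA, 0.1 mg/ml BSA, 1mM TCEP and 0.01% Tween-20.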
# PGK inhibitor: inhibitors of T. brucei phosphoglycerate kinase; Potency, µM (series often up to 57.5 µM), for inactives: at the top dose activity change, negative = inhibition, usual class: inhibitors; P07378; 380,000 compounds, 0.043% hits; PGK/GAPDH coupled, Kinase-Glo luminescence, 60 min; also: potency is read from the fitted curve at half-maximal effect; % is scaled to controls: 0 for no effect and ±100 for the full control effect; nearly all actives have a fitted effect of over 60% in size
#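 Luminescent ATP detection (Kinase-Glo Plus) follows a 60-minute room-temperature incubation, with wells lacking PGK as controls. Buffer: 100 mM TEA (pH 7.6), 5 mM MgCl2, 0.01% Tween-20. Coupling enzyme GAPDH (100 nM final) supplies unstable 1,3-BPG in-well.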
# GLS inhibitor: glutaminase GLS (human) inhibition; O94925; GLS enzymatic activity, qHTS titration; Potency, µM (doses to about 45.5 µM), inactives show at the highest dose activity change, negative = inhibition, usual class: inhibitors; 410,000 compounds, 0.21% hits; also: potency is read from the fitted curve at half-maximal effect; % is scaled to controls: 0 for no effect and ±100 for the full control effect
#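 Coupled fluorescence readout: glutamate oxidase/HRP/Amplex Red detect glutamate formed by hKGA from L-glutamine (1 mM solution added). Buffer 45 mM KH2PO4 pH 8.2, 0.02% Tween-20; reads at t0 and 30 min RT.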
# PI4K2A block: blocks human PI4K2A kinase activity | purified PI4K2A, ADP-Glo luminescence, 1 h; active compounds read low | AID 1346378 | Q9BTU6 | 420,000 compounds, 0.13% hits | activity change, negative = inhibition, % at 76.9 µM; in the data active = activity change below about -50%; inconclusive = mostly about -30% to -49%;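 also: -100% = wells without enzyme as full effect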
# Target sequence (Q9BTU6 whole entry, looked up): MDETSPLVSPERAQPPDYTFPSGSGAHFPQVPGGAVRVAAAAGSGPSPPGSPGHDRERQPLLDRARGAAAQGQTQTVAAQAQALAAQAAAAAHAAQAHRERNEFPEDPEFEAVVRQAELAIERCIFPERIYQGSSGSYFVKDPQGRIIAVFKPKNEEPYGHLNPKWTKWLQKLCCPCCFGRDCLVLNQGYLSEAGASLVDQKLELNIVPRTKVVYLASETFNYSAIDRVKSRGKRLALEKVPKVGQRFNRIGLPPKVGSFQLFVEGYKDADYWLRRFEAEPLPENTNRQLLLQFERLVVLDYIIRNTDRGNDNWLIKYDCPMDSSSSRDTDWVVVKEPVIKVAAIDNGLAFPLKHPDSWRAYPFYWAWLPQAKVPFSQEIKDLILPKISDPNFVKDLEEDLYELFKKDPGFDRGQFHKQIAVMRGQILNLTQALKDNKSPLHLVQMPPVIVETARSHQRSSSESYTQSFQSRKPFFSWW
#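 In this quantitative HTS, ADP production by PI4K2A was quantified luminescently after 1 h at ambient temperature; 100 microM adenosine served as plate-quality control.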
# Pin1 inh: inhibitors of human Pin1; Q13526; Pin1 FP peptide displacement, HiFluor488, 10 min; Potency, µM (doses to about 115 µM), for inactives: at the highest dose activity, negative = inhibition, usual class: inhibitors; 390,000 compounds, 0.009% hits; active = well fitted inhibition curve with a large enough effect in the polarisation, with a control signal flat, not every such curve was filed as active; inconclusive = small, poorly fitted or top-dose-only effect, or effect the other way, or a change in a side signal; inactive = no such curve, though single readings can be large or run the other way; the % refers to the polarisation; also: potency is read from the fitted curve at half-maximal effect; % is scaled to controls: 0 for no effect and ±100 for the full control effect
# HP1b binding inh: blocks HP1-beta chromodomain binding to methylated histone tails; P83916; AlphaScreen HP1-beta / biotin-H3K9me3 peptide binding; Potency, µM (doses to about 114 µM), for inactives: top-dose activity change, negative = inhibition, usual class: inhibitors; 390,000 compounds, 0.56% hits; AID 540317; also: potency is read from the fitted curve at half-maximal effect; nearly all actives have a fitted effect of over 70% in size; inactives centre near 23
#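 HP1-beta protein (50 nM final) preincubated 30 min at room temperature with biotinylated H3(1-18)K9me3 peptide (50 nM) in PBS pH 7.4, 0.01% Tween-20, then compound added for 30 min. AlphaScreen streptavidin donor/nickel chelate acceptor beads (10 ug/mL final), 30 min dark, luminescence read.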
# TrxR1 substrate: is turned over as a substrate by rat TrxR1. O89049. 390,000 compounds, 0.01% hits. Potency, µM (titrated, usually from 114 µM), for the others: top-dose activity change, negative = substrate turnover. AID 588456. purified TrxR1 substrate turnover, NADPH consumption readout; also: potency is read from the fitted curve at half-maximal effect; % is scaled to controls: 0 for no effect and ±100 for the full control effect; nearly all actives have a fitted effect of over 50% in size
#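 Rat TrxR1, dispensed at 90 nM, was prereduced with 400 uM NADPH (final) for 5 min at ~22 deg C, then incubated with compound 15 min before 400 uM selenite. A first-read NADPH fluorescence drop versus no-compound background flagged substrates.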
# The depositor's hits bear a star; i = inactive; u = inconclusive; x = no result given; & = joins results of further samples; [ ] = remark or other dose. Unless noted, calls follow the shape of the dose curve; as a rule, active = well fitted curve in the direction sought with a large enough effect; inconclusive = small, poorly fitted or top-dose-only effect, or another doubt; inactive = no such curve, though single readings can be large; an effect the other way counts as inactive or inconclusive. An excerpt; count on the stated rates, not on these rows.
TrxR1 inh	IDH1 R132H inh	USP1-UAF1 inh	PGK inhibitor	GLS inhibitor	PI4K2A block	Pin1 inh	HP1b binding inh	TrxR1 substrate	Molecule
14.0%[57.1 µM]	0.5%	-12.6%	-4.7%	-7.5%	2.8	-9.3%	22.1%	3.0%[57.1 µM]	CCCNS(=O)(=O)c1ccc(OCC(=O)NCCC2=CCCCC2)cc1
13.3%[57.1 µM]	1.8%	-14.2%	-9.0%	1.3%	-0.2	-4.7%	20.9%[57 µM]	5.2%[57.1 µM]	CCc1nnc(NC(=O)CSc2nc3c([nH]c4ccccc43)c(=O)n2-c2cc(C)cc(C)c2)s1
6.4%[57.1 µM]	1.5%	-15.2%	-6.8%	-2.4%	0.7	0.3%	-9.4%	-8.6%[57.1 µM]	COc1ccc(N2CCCn3c2nc2c3c(=O)n(Cc3ccc(F)cc3)c(=O)n2C)c(OC)c1
-9.5%	-1.2%	-18.6%	-0.4%	4.0%	0.4	-0.8%	22.0%	-7.4%	O=C(O)CCCN1C(=O)C2C3CCC(O3)C2C1=O (centres undefined)
-15.3%	3.1%	3.1%	1.8%	-8.0%	-2.1	2.2%	56.9%[activator]	-6.5%	CCc1ccccc1NC(=O)c1cnn(-c2ccccc2)c1C
-13.9%	8.4%	-20.6%	-6.4%	-4.8%	4.5	-1.8%	48.6%[activator]	-8.2%	CCCC1=NN(C(=O)Cc2ccc(OC)cc2)C(O)(C(F)(F)F)C1 (centres undefined)
u	20.9%	-7.9%	x	-4.4%	38.7	u	185.8%	10.1%	COc1ccccc1OCC(=O)Sc1ccc(C)cc1
2.3%	-6.8%	-32.6%	-1.3%	-2.8%	4.9	-6.5%	52.1%[activator]	-11.7%	COCCN1C(=O)C(=O)/C(=C(/O)c2ccc(S(=O)(=O)N3CCOCC3)cc2)C1c1cccc([N+](=O)[O-])c1 (centres undefined)
25.5%	11.8%	-10.7%	-5.3%	0.4%	-0.8	-2.1%	31.7%	-6.4%	CC1=C(C(=O)OC2CCCC2)C(c2coc3ccc(C)cc3c2=O)C2=C(CCCC2=O)N1 (centres undefined)
11.2%	-9.2%	-21.4%	5.8%	-6.6%	0.7	-2.6%	37.2%[activator]	-6.4%	COc1ccc(CCC(=O)NC2CCCCC2)cc1
0.0%	3.7%	-11.6%	4.7%	9.4%	-1.4	-9.4%	33.0%	0.2%	O=C(NC1CCS(=O)(=O)C1)Oc1ccc(Cl)cc1 (centres undefined)
-47.9%	-3.3%	-16.2%	-1.6%	u	3.2	-15.4%	-18.0%	9.8%[57.1 µM]	O=C(NC(=S)Nc1ccc(S(=O)(=O)Nc2nccs2)cc1)c1cccnc1
11.8%[57.1 µM]	2.4%	-10.8%	-0.8%	-18.9%	-8.1	-1.9%	-14.9%	3.9%[57.1 µM]	COCCN(CC(=O)NCC1CCCO1)C(=O)CCC(=O)Nc1ccccn1 (centres undefined)
41.4%[activator]	9.2%	-6.9%	i	-12.2%	4.3	3.8%	38.1%	7.2%	Cc1oc(-c2ccc(C(=O)Nc3ccccc3F)cc2)nc1COc1ccccc1
26.3%	11.9%	-11.2%	x	16.6%	-0.5	21.5%	29.8%	8.8%	Cc1ccc(C(=O)/C=C/c2c[nH]c3ccccc23)cc1
14.4%[57.1 µM]	-2.2%	-14.8%	9.0%	0.9%	3.7	-12.6%	38.3%	3.8%[57.1 µM]	O=S(=O)(c1cccc(-c2nc3ccccc3s2)c1)N1CCOCC1
-6.2%	0.0%	6.9%	-8.1%	-10.5%	-3.3	-1.2%	8.0%	-9.1%	COc1cccc(NC(=O)CCCn2c(=O)c3cccn3c3cccnc32)c1
8.4%[57.1 µM]	-9.7%	-9.4%	12.5%	4.9%	-2.7	-2.2%	9.5%	-6.4%[57.1 µM]	COc1ccc(NC(=O)c2ccc(NC(=O)c3nc4nc(C)cc(C)n4n3)cc2)cc1
-6.4%[57.1 µM]	10.8%	1.9%	1.7%	3.0%	-1.2	7.8%	36.0%	2.6%[57.1 µM]	O=S(=O)(NCc1ccc2c(c1)OCO2)c1ccc(F)cc1
41.9%[activator][57.1 µM]	4.2%	-11.0%	-10.0%	14.0%	2.6	u	u	180.8%[activator][57.1 µM]	Cc1ccc2nc3c(c(N)c2c1)CCN3c1ccccc1
17.2%&14.0%	8.2%&6.5%	-13.6%&-17.7%	-6.8%	-3.6%&-7.8%	2.8&-3.4	1.4%&-6.6%	50.9%&30.4%[activator]	93.2%&0.0%[activator]	CCOc1ccc(CN(C(=O)c2cc(=O)c3cc(C)cc(C)c3o2)C2CCS(=O)(=O)C2)cc1 (centres undefined)
5.6%	-11.2%	-14.0%	i	-0.3%	-4.5	0.2%	15.1%	-7.1%	COc1cccc(N2CCN(S(=O)(=O)c3cccc4cccnc34)CC2)c1
1.4%[57.1 µM]	-1.1%	0.1%	i	0.6%	-0.8	1.0%	8.7%	-0.6%[57.1 µM]	CN1CCN(c2ccc([N+](=O)[O-])cc2NC(=O)c2ccccc2)CC1
-13.7%	0.1%	-8.9%	-4.0%	22.9%	3.2	12.7%	-23.9%	-15.4%	O=C(NCC1CCCO1)c1sc(=S)n2c1[nH]c(=O)c1ccc(C(=O)N3CCCCC3)cc12 (centres undefined)
6.5%	1.3%	-20.0%	-4.2%	-0.6%	4.7	0.5%	18.2%	3.2%	CC1CCc2c(sc(NC(=O)Cn3nc(C(=O)O)c4ccccc4c3=O)c2C#N)C1 (centres undefined)
-12.7%[11.4 µM]	2.1%	-18.8%	-9.1%	1.1%	1.4	-2.5%	-14.1%	-8.9%[11.4 µM]	O=C(c1cc(-c2ccco2)nc2ccccc12)N1CCN(c2ccc(F)cc2)CC1
13.7%	1.8%	-21.9%	-9.9%	2.2%	-1.2	-7.3%	-2.5%	4.8%	O=C(Nc1cc2c3c(c1)CC(=O)N3CCC2)C1CC1
-14.7%	3.4%	-9.2%	x	-16.8%	-10.6	-1.5%	25.5%	-5.5%	CC(=O)C1=C(O)C(=O)N(Cc2ccco2)C1c1ccc(F)cc1 (centres undefined)
19.5%	6.5%	2.9%	x	1.9%	2.8	-1.7%	38.1%	4.7%	O=Cc1ccccc1OCCN1CCCC1=O
30.5%[57.1 µM]	3.8%	-16.3%	-2.3%	-2.3%	-5.5	-3.7%	29.9%	1.9%[57.1 µM]	CCOC(=O)CON1C(=O)C(C)(C)N(OCC(=O)OCC)C(=O)C1(C)C
13.8%	x	u	x	-4.6%	2.7	-10.8%	10.8%	4.4%	CCCCOc1ccccc1C(=O)N(Cc1sccc1C)C1CCS(=O)(=O)C1 (centres undefined)
1.4%[57.1 µM]	-1.7%	-0.9%	6.8%	19.8%	3.9	-0.7%	28.8%	13.9%[57.1 µM]	CCCN(CCC)Cc1cc2ccccc2c2c1COC2
15.5%[57.1 µM]	1.2%	-21.1%	-5.6%	12.8%	-6.2	0.7%	26.0%	8.4%	CN(C)/C=C(/C(=O)c1ccccc1Cl)S(C)(=O)=O
24.5%[57.1 µM]	5.5%	-12.3%	-7.9%	0.8%	-4.2	-9.3%	-13.3%	-14.1%[57.1 µM]	CC1CN(c2nnc(-c3ccccc3)c3ccccc23)CC(C)O1 (centres undefined)
1.1%	0.2%	-14.7%	-5.7%	-4.9%	1.6	0.6%	8.7%	-4.1%	CC(C)c1ccc(NC(=O)c2csnn2)cc1
10.2%	1.3%	-10.9%	-1.3%	-0.1%	-0.6	1.4%	28.6%	7.6%[11.4 µM]	Cc1ccc(N(CC(=O)N2CCOCC2)S(C)(=O)=O)cc1Cl
6.1%	3.0%	-14.3%	-8.6%	-1.6%	-0.5	-7.4%	29.4%	2.4%	CC1(C(=O)NC2CCCC2)CCC(=O)N1Cc1cccs1 (centres undefined)
15.2%	4.5%	-5.1%	i	11.1%	-5.0	-4.9%	18.1%	4.8%	CCOC(=O)c1sc(NC(=O)CSc2ncccn2)nc1C
-0.4%[57.1 µM]	1.2%	-13.7%	-9.6%	-20.8%	-8.8	3.8%	4.4%	8.8%[57.1 µM]	COc1ccc(NS(=O)(=O)c2cccc(C(=O)N/N=C(\C)c3ccncc3)c2)cc1
10.8%	-5.2%	-18.7%	-3.1%	-2.4%	-1.2	-2.5%	23.2%	-0.2%	Cc1ccc(NC(=O)CN2C(=O)NC3(CCCC3)C2=O)c(Cl)c1
12.3%	-6.1%	-5.7%	-8.5%	12.0%	-3.4	-10.9%	45.9%[activator]	-1.6%	COc1ccccc1CNS(=O)(=O)c1c(C)[nH]c(C)c1C(=O)N1CCCCC1
-12.9%	0.5%	-16.7%	-1.8%	-4.1%	1.4	-2.4%	29.3%	-5.3%	CC(=O)NC1=NN(C(C)=O)C(c2ccc(C(C)C)cc2)S1 (centres undefined)
13.2%	2.7%	-7.0%	i	-7.0%	-4.1	-4.6%	20.0%	-3.2%	O=C(NCCN1CCN(c2ccccc2)CC1)c1cccc(Cl)c1
